Source: PubChem (several laboratories)
CatB mix inh = inhibitors of human cathepsin B in compound mixtures | P07858 | Purified cathepsin B, AMC dipeptide fluorescence | inhibition, %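 (ten-compound pools at 5 µM per compound and 50 µM total)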 | actives 0.06% (n = 62,000) | AID 488; in the data active means inhibition above about 22%, passing the limit was not always enough; inconclusive means no clear call, values can overlap the other calls;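 further: 0% = enzyme without compound and 100% = no enzyme blank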
HER2 expr 66K = inhibitors of human Her2 kinase expression. P04626. SKBR-3 HER2 protein level, AlphaScreen, 18-24 h; stronger effect = lower value. HER2 level % of control, % at 10 µM. actives 0.69% (n = 65,000). AID 645;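 active means HER2 level under 5% of the carrier-only control; inconclusive means no clear call, values can overlap the other calls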;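 further: 100% = DMSO carrier and 0% = 500 nM PU-H71 HSP90 inhibitor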
CatL inh = blocks human cathepsin L protease activity | actives 0.17% (n = 58,000) | P07711 | inhibition, %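 (tested at 10 µM)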 | purified cathepsin L, fluorogenic substrate, fluorescence; in the data active means inhibition above about 45%;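 further: 0% = enzyme with no compound and 100% = no enzyme blank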
CatG inh = inhibitors of human cathepsin G; purified enzyme, AMC-tetrapeptide fluorescence, pooled mixtures; P08311; inhibition, % at 5 µM (by protocol); actives 0.2% (n = 62,000);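 active means inhibition above 20% in each of the two mixture wells holding the compound; inactive means inhibition of 20% or less in either well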;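 further: 0% = enzyme control without mixture and 100% = blank lacking enzyme; strong numbers were not always called active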
Target sequence (P08311 21-244 limits assumed): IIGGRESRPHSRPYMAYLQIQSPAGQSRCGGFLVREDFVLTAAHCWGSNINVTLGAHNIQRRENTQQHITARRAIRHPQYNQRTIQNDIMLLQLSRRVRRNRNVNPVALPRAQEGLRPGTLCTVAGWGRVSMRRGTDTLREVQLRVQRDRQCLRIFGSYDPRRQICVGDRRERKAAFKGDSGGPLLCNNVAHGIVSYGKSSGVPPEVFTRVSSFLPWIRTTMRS
CatB inh = inhibitors of human cathepsin B | P07858 | purified cathepsin B, fluorogenic substrate, fluorescence | inhibition, %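 (tested at 10 µM)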 | actives 0.1% (n = 63,000) | AID 453; in the data active means inhibition above about 21%;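 further: 0% = enzyme with no compound and 100% = no enzyme blank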
C1s inh = blocks human complement C1s protease activity | P09871 | purified C1s, fluorogenic AMC substrate, pooled mixtures | mean inhibition % of two 10-compound mixtures (stronger effect = higher value), % at 5 µM (by protocol) | actives 0.16% (n = 62,000) | AID 538;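 active means inhibition above 20% in each of the two 10-compound mixture wells holding the compound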;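 further: 0% = enzyme wells lacking compound mixture and 100% = no-enzyme blank wells; some compounds called inactive have numbers as strong as hits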
Target sequence (P09871 16-437 limits assumed): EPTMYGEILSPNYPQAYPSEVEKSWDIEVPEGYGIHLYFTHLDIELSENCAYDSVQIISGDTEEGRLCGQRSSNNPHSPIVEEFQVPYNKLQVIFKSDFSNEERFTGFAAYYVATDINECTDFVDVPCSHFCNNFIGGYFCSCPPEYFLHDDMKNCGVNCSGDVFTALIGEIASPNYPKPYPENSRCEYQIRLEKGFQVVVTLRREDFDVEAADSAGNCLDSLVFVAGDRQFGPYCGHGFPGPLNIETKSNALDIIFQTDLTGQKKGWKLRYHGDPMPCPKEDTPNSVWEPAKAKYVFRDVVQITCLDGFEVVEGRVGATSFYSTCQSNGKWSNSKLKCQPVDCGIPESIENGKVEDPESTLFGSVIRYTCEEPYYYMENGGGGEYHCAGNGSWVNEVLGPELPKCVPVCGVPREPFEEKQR
Target sequence (P09871 438-688 limits assumed): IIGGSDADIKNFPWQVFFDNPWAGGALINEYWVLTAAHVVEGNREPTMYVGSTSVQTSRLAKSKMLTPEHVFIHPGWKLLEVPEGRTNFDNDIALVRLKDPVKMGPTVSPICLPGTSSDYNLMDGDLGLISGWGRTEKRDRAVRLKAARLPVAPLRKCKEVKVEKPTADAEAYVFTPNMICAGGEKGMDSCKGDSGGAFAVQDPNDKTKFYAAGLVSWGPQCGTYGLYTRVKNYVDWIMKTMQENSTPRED
PKA kinase inh = inhibitors of human protein kinase A; AID 524; inhibition, % at 6 µM; P17612; PKA Kemptide phosphorylation, Kinase-Glo ATP luminescence; actives 0.1% (n = 65,000);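 active means inhibition above the screen-wide mean inhibition plus 3 SD, cut at about 21% in these data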; further: many of its hits are not listed in these tables
ROCK2 blocker = ROCK2 (human) kinase inhibition; actives 0.35% (n = 60,000); inhibition, % at 6 µM; purified ROCK2, Kinase-Glo ATP depletion luminescence;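 active means inhibition above the screen-wide mean inhibition plus 3 SD, cut at about 18% in these data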;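 further: plate controls were DMSO wells for no effect and Y-27632 control wells after no-enzyme background subtraction for full effect; many of its hits are not listed in these tables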
CatS inh = blocks human cathepsin S protease activity. recombinant cathepsin S, AMC dipeptide fluorescence, pooled mixtures. actives 0.06% (n = 62,000). inhibition, %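 (tested at 5 µM per compound within 10-compound mixtures)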. P25774; in the data active means inhibition above about 32%, passing the limit was not always enough; inconclusive means no clear call, values can overlap the other calls;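 further: 0% = enzyme without compound and 100% = blank without enzyme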
* marks the source's active call; other numbers are inactive results. A portion of the library (hit frequency here may not be typical).

What do the screens show for `CCOC(=O)c1cc2ccc(OC(=O)c3ccco3)cc2oc1=O`?
CatB mix inh: -13; HER2 expr 66K: 113; CatL inh: inactive; CatG inh: -9; CatB inh: -17; C1s inh: -29; PKA kinase inh: 5; ROCK2 blocker: 1; CatS inh: -45

What do the screens show for `Cc1ccc(-n2c(C)cc(C(=O)CSc3nncs3)c2C)cc1`?
CatB mix inh: 2; HER2 expr 66K: 73; CatL inh: 7; CatG inh: -6; CatB inh: 2; C1s inh: -5; PKA kinase inh: 10; ROCK2 blocker: 5; CatS inh: 3

How did COc1ccc(Br)cc1C(=O)Nc1nnn(C)n1 do in these assays?
CatB mix inh: 6; HER2 expr 66K: 82; CatL inh: 17; CatG inh: -1; CatB inh: 6; C1s inh: -6; PKA kinase inh: 7; ROCK2 blocker: 6; CatS inh: inconclusive

How did CCCc1noc2c1/C(=N\O)CC(CC(C)SCC)C2 (stereo not given) do in these assays?
CatB mix inh: 7; HER2 expr 66K: 150; CatL inh: -2; CatG inh: -2; CatB inh: 1; C1s inh: -29; PKA kinase inh: -2; ROCK2 blocker: 0; CatS inh: 2

How did COc1ccccc1NC(=O)CN1CCN(c2ccc(Cl)cc2)CC1 do in these assays?
CatB mix inh: -3; HER2 expr 66K: 86; CatL inh: 24; CatG inh: 1; CatB inh: -2; C1s inh: -5; PKA kinase inh: 14; ROCK2 blocker: 6; CatS inh: 5

How did CCCCCn1c(Br)nc2c1c(=O)n(CC(N)=O)c(=O)n2C do in these assays?
CatB mix inh: -5; HER2 expr 66K: 117; CatL inh: 23; CatG inh: 7; CatB inh: 4; C1s inh: -35; PKA kinase inh: 12; ROCK2 blocker: 5; CatS inh: -3

What do the screens show for `CCc1cc2cccc(C)c2nc1SCC(=O)N1CCN(C(=O)c2ccco2)CC1`?
CatB mix inh: 0; HER2 expr 66K: 89; CatL inh: 4; CatG inh: 1; CatB inh: 0; C1s inh: 1; PKA kinase inh: -5; ROCK2 blocker: -4; CatS inh: -16

Results for CCC(C)c1c(O)nc(SCC(=O)c2ccccc2)[nH]c1=O (stereo not given) ?
CatB mix inh: 2; HER2 expr 66K: 78; CatL inh: -3; CatG inh: 8; CatB inh: -3; C1s inh: 4; PKA kinase inh: 4; ROCK2 blocker: 0; CatS inh: 6

Results for O=C(CSc1nc(-c2ccc(F)cc2)cs1)N1CCN(C(=O)c2ccco2)CC1 ?
CatB mix inh: 5; HER2 expr 66K: 79; CatL inh: 7; CatG inh: 8; CatB inh: 0; C1s inh: 4; PKA kinase inh: 2; ROCK2 blocker: 3; CatS inh: -5

What do the screens show for `CCCC(=NCC(=O)O)C1=C(O)C(C(=O)OC)C(C)(C)CC1=O` (stereo not given)?
CatB mix inh: 3; HER2 expr 66K: 66; CatG inh: 10; CatB inh: 5; C1s inh: 4; PKA kinase inh: 9; ROCK2 blocker: 3; CatS inh: 11

How did CCOC(=O)N1CCN(C(=O)c2oc3ccc(S(=O)(=O)N4CCCCC4)cc3c2C)CC1 do in these assays?
CatB mix inh: -7; HER2 expr 66K: 79; CatL inh: -5; CatG inh: -22; CatB inh: 5; C1s inh: -124; PKA kinase inh: -7; ROCK2 blocker: 0; CatS inh: -25

How did CCCOc1ccc(C2C(C(=O)OC)=CN(CCOC)C=C2C(=O)OC)cc1 do in these assays?
CatB mix inh: 5; HER2 expr 66K: 97; CatL inh: -56; CatG inh: -6; CatB inh: -6; C1s inh: -64; PKA kinase inh: 7; ROCK2 blocker: 6; CatS inh: -13

Results for O=c1n(Cc2ccccc2)c2cc(Cl)cnc2n1Cc1ccccc1 ?
CatB mix inh: -6; HER2 expr 66K: 100; CatL inh: -2; CatG inh: 3; CatB inh: -3; C1s inh: 3; PKA kinase inh: -8; ROCK2 blocker: -10; CatS inh: -1

How did N#CCSc1nnc(CNc2cccc(Cl)c2)o1 do in these assays?
CatB mix inh: 5; HER2 expr 66K: 95; CatL inh: -2; CatG inh: 13; CatB inh: 0; C1s inh: 16; PKA kinase inh: 5; ROCK2 blocker: 0; CatS inh: 5

How did CC(C)c1ccc(NS(=O)(=O)c2cn(C)c(=O)n(C)c2=O)cc1 do in these assays?
CatB mix inh: 3; HER2 expr 66K: 91; CatL inh: 13; CatG inh: 8; CatB inh: 2; C1s inh: 11; PKA kinase inh: 1; ROCK2 blocker: -1; CatS inh: -1

How did CN(C)c1ccc(NC(=O)c2cc3c(=O)n4ccccc4nc3n2C)cc1 do in these assays?
CatB mix inh: 2; HER2 expr 66K: 104; CatL inh: 1; CatG inh: 8; CatB inh: 4; C1s inh: 0; PKA kinase inh: 10; ROCK2 blocker: 8; CatS inh: 10

How did O=C(Cn1nnc(-c2cccs2)n1)N1CCc2ccccc2C1 do in these assays?
CatB mix inh: -11; HER2 expr 66K: 95; CatL inh: -8; CatG inh: -17; CatB inh: -6; C1s inh: -32; PKA kinase inh: -3; ROCK2 blocker: -5; CatS inh: -18

How did CCOC(=O)N1CCN(C(=O)c2c(O)c3cccc4c3n(c2=O)CC4)CC1 do in these assays?
CatB mix inh: 4; HER2 expr 66K: 120; CatL inh: 5; CatG inh: 12; CatB inh: 2; C1s inh: 14; PKA kinase inh: 0; ROCK2 blocker: 0; CatS inh: 10

Results for CCC(c1nnnn1C(C)C)N1CCN(C2CCCC2)CC1 (stereo not given) ?
CatB mix inh: 1; HER2 expr 66K: 96; CatL inh: 21; CatG inh: 3; CatB inh: 4; C1s inh: 6; PKA kinase inh: 11; ROCK2 blocker: 4; CatS inh: 10

How did COc1cc2c(cc1OC)C(c1ccco1)CC(=O)N2 (stereo not given) do in these assays?
CatB mix inh: 5; HER2 expr 66K: 88; CatG inh: 4; CatB inh: -2; C1s inh: -1; PKA kinase inh: 3; ROCK2 blocker: 5; CatS inh: -10

How did COc1cccc(OCC(=O)Nc2ccccc2NC(C)=O)c1 do in these assays?
CatB mix inh: 7; HER2 expr 66K: 65; CatL inh: 12; CatG inh: 2; CatB inh: 0; C1s inh: -31; PKA kinase inh: -1; ROCK2 blocker: 1; CatS inh: 11

Results for C=C(C)Cn1c(COc2ccccc2)nnc1SCC(=O)O ?
CatB mix inh: 2; HER2 expr 66K: 78; CatL inh: -3; CatG inh: 8; CatB inh: 4; C1s inh: -1; PKA kinase inh: -4; ROCK2 blocker: -5; CatS inh: 13

How did CCOC(=O)c1cc(-c2ccc(C)cc2)n(CC(=O)NCc2ccco2)c1C do in these assays?
CatB mix inh: 4; HER2 expr 66K: 103; CatG inh: -2; CatB inh: 7; C1s inh: -37; PKA kinase inh: -2; ROCK2 blocker: 2; CatS inh: 12

What do the screens show for `CCOC(=O)Cc1[nH]nc2c1C(c1ccoc1)C(C#N)=C(N)O2` (stereo not given)?
CatB mix inh: 3; HER2 expr 66K: 85; CatL inh: -19; CatG inh: 1; CatB inh: -5; C1s inh: 4; PKA kinase inh: 2; ROCK2 blocker: 2; CatS inh: -5

How did Cc1cc(C)n(S(=O)(=O)c2ccc(C(C)(C)C)cc2)n1 do in these assays?
CatB mix inh: -4; HER2 expr 66K: 131; CatL inh: 11; CatG inh: -1; CatB inh: -2; C1s inh: -9; PKA kinase inh: 6; ROCK2 blocker: 5; CatS inh: -11

Results for C=CCOC(=O)C1=C(C)Nc2ncnn2C1c1cc(Br)ccc1F (stereo not given) ?
CatB mix inh: 1; HER2 expr 66K: 81; CatL inh: -2; CatG inh: -2; CatB inh: -3; C1s inh: -51; PKA kinase inh: 10; ROCK2 blocker: 7; CatS inh: -6

Results for O=C(CSc1nccn1-c1ccccc1)Nc1ccc2c(c1)OCO2 ?
CatB mix inh: 3; HER2 expr 66K: 86; CatL inh: -8; CatG inh: 6; CatB inh: 4; C1s inh: -7; PKA kinase inh: 8; ROCK2 blocker: 1; CatS inh: -3

What do the screens show for `CCCS(=O)(=O)N1CCC(C(=O)NCCCN2CCCC2=O)CC1`?
CatB mix inh: -1; HER2 expr 66K: 79; CatL inh: -4; CatG inh: -11; CatB inh: 3; C1s inh: -11; PKA kinase inh: 7; ROCK2 blocker: 8; CatS inh: -8

How did Clc1ccc(OCc2nn3c(C4CCCCC4)nnc3s2)cc1 do in these assays?
CatB mix inh: 2; HER2 expr 66K: 93; CatL inh: -5; CatG inh: 8; CatB inh: -2; C1s inh: 9; PKA kinase inh: 1; ROCK2 blocker: 8; CatS inh: -6

Results for CC(C)(CNC(=O)c1cccs1)CNC(=O)c1cccs1 ?
CatB mix inh: 1; HER2 expr 66K: 102; CatL inh: -1; CatG inh: -7; CatB inh: 1; C1s inh: 35; PKA kinase inh: 5; ROCK2 blocker: 3; CatS inh: -4

Already shown: an excerpt of the list.
How did Clc1ccc(OCc2nn3c(C4CCCCC4)nnc3s2)cc1 do in these assays?
CatB mix inh: 2; HER2 expr 66K: 93; CatL inh: -5; CatG inh: 8; CatB inh: -2; C1s inh: 9; PKA kinase inh: 1; ROCK2 blocker: 8; CatS inh: -6

Results for CC(C)(CNC(=O)c1cccs1)CNC(=O)c1cccs1 ?
CatB mix inh: 1; HER2 expr 66K: 102; CatL inh: -1; CatG inh: -7; CatB inh: 1; C1s inh: 35; PKA kinase inh: 5; ROCK2 blocker: 3; CatS inh: -4

New compounds follow:
What do the screens show for `COc1ccc(C(=O)N2CCCc3ccccc32)cc1`?
CatB mix inh: 4; HER2 expr 66K: 118; CatL inh: -9; CatG inh: 7; C1s inh: 13; PKA kinase inh: -3; ROCK2 blocker: 3; CatS inh: -5

Results for CN(C)C(=O)N1CCCC(C(=O)NCc2ccccc2)C1 (stereo not given) ?
CatB mix inh: -3; HER2 expr 66K: 80; CatL inh: 0; CatG inh: 8; CatB inh: 0; C1s inh: 4; PKA kinase inh: -7; ROCK2 blocker: -3; CatS inh: 10

Results for O=C1CSC2=NCN(c3ccc4c(c3)OCO4)CN12 ?
CatB mix inh: 0; HER2 expr 66K: 96; CatL inh: 13; CatG inh: -8; CatB inh: 1; C1s inh: -8; PKA kinase inh: 10; ROCK2 blocker: 4; CatS inh: -9

Results for COC(=O)c1[nH]c2c(c1C)C(=O)CCC2 ?
CatB mix inh: 0; HER2 expr 66K: 88; CatL inh: -4; CatG inh: -2; CatB inh: 1; C1s inh: -15; PKA kinase inh: -5; ROCK2 blocker: -1; CatS inh: -6

Results for COc1ccc2c(Cl)c(-c3nnco3)sc2c1 ?
CatB mix inh: 3; HER2 expr 66K: 94; CatL inh: -8; CatG inh: 0; CatB inh: 4; C1s inh: 11; PKA kinase inh: 5; ROCK2 blocker: -1; CatS inh: -7

Results for CCN(CC)CCCNC(=O)c1ccccc1C ?
CatB mix inh: 3; HER2 expr 66K: 96; CatL inh: 5; CatG inh: 9; CatB inh: 1; C1s inh: -2; PKA kinase inh: 6; ROCK2 blocker: 6; CatS inh: 2

Results for Cc1ccc(/C(O)=C2/C(=O)C(=O)N(Cc3cccnc3)C2c2ccccn2)cc1 (stereo not given) ?
CatB mix inh: -4; HER2 expr 66K: 115; CatG inh: -3; CatB inh: 8; C1s inh: -95; PKA kinase inh: 12; ROCK2 blocker: 5; CatS inh: -9

How did CC(C)=C(NC(=O)c1ccccc1)C(=O)N1CCOCC1 do in these assays?
CatB mix inh: 4; HER2 expr 66K: 98; CatL inh: 7; CatG inh: 8; CatB inh: 3; C1s inh: 9; PKA kinase inh: 2; ROCK2 blocker: 6; CatS inh: -9

How did O=C1C(=O)N(Cc2cccnc2)C(c2ccccn2)/C1=C(/O)c1ccc(F)cc1 (stereo not given) do in these assays?
HER2 expr 66K: 122; CatL inh: 2; CatB inh: 2; PKA kinase inh: 9; ROCK2 blocker: 14

How did CCCn1c(SCC(=O)N2c3ccccc3Sc3ccccc32)nc2c1c(=O)n(C)c(=O)n2C do in these assays?
CatB mix inh: 5; HER2 expr 66K: 51; CatL inh: -4; CatG inh: 14; CatB inh: 3; C1s inh: 9; PKA kinase inh: 6; ROCK2 blocker: 4; CatS inh: -3
